Screening results as filed in PubChem.
NSD2 block = inhibitors of human NSD2, primary screen, biochemical, plate reader, single point; inhibition, % at 12.5 µM; NSD2-SET H3K36me1 DELFIA fluorescence; actives 0.07% (n = 44,000); in the data active = inhibition above about 54%, passing the limit was not always enough;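 also: inhibitors reduce the monomethyl H3K36 fluorescence signal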
Target sequence (O96028 whole entry, looked up): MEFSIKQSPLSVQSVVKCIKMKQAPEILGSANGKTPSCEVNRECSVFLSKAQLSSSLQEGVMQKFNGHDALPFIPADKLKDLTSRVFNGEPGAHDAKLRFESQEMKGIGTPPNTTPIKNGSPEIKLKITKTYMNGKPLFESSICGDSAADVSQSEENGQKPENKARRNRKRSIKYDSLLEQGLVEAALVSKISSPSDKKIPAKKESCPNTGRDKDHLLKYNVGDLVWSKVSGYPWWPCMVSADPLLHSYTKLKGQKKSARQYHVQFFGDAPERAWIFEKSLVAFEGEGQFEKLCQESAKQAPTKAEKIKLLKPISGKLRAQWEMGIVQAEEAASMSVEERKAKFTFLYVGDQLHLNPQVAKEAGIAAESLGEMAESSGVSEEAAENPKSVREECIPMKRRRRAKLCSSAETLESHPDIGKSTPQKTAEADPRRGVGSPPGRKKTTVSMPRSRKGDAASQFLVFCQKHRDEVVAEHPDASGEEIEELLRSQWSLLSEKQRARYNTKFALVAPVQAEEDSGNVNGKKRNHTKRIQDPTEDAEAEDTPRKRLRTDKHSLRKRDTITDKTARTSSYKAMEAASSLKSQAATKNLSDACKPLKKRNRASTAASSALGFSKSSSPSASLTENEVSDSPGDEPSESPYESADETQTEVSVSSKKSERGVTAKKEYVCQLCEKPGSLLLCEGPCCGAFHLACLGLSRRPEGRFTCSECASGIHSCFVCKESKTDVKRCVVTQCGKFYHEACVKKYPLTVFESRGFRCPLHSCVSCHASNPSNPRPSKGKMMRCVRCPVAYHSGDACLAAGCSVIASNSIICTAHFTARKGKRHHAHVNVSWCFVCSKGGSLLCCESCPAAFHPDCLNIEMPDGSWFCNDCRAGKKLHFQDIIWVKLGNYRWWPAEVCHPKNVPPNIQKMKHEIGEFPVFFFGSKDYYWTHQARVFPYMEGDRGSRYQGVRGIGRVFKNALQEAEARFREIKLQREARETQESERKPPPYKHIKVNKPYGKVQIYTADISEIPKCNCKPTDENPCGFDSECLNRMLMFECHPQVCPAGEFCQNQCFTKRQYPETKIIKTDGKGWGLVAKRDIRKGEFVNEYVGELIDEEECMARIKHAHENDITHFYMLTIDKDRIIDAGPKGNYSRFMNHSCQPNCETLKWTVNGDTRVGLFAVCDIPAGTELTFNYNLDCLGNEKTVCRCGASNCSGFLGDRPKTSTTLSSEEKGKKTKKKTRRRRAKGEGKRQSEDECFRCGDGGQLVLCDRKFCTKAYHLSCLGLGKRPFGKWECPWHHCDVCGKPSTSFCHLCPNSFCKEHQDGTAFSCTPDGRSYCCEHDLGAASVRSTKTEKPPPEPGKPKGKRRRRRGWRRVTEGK
Starred values were filed as active, the others as inactive. Some of the compounds tested. The share of hits here may be higher or lower than overall.

compound: CC(C)C#Cc1cnc2c(c1)C(=O)N([C@@H](C)CO)C[C@@H](C)[C@@H](CN(C)Cc1ccccc1)O2
  NSD2 block: 1
compound: CC(C)C#Cc1ccc2c(c1)O[C@@H](CN(C)C(=O)CC1CC1)[C@@H](C)CN([C@H](C)CO)S2(=O)=O
  NSD2 block: -1
compound: COc1c(O)cc(-c2oc3cc(O)cc(O)c3c(=O)c2O[C@@H]2O[C@@H](C)[C@H](O)[C@@H](O)[C@H]2O)cc1O
  NSD2 block: 3
compound: COc1ccc(NC(=O)Nc2cccc3c2O[C@@H](CN(C)Cc2ccc(C(=O)O)cc2)[C@H](C)CN([C@@H](C)CO)C3=O)cc1
  NSD2 block: 1
compound: C[C@H]1CN([C@@H](C)CO)C(=O)CCCn2cc(nn2)CO[C@H]1CN(C)Cc1cccnc1
  NSD2 block: 2
compound: C[C@@H]1CN([C@@H](C)CO)C(=O)c2cc(-c3ccccc3F)cnc2O[C@H]1CN(C)C(=O)c1cnccn1
  NSD2 block: -1
compound: CC(C)CC#Cc1cnc2c(c1)C(=O)N([C@@H](C)CO)C[C@@H](C)[C@H](CN(C)C(=O)CC1CC1)O2
  NSD2 block: 6
compound: C[C@H](CO)N1C[C@H](C)[C@@H](CN(C)C(=O)Nc2ccc(F)cc2)Oc2ccc(NC(=O)C3CC3)cc2C1=O
  NSD2 block: -3
compound: COc1ccc(NC(=O)Nc2ccc3c(c2)C(=O)N([C@@H](C)CO)C[C@@H](C)[C@H](CN(C)C(=O)Nc2ccc(F)cc2)O3)cc1
  NSD2 block: -2
compound: C[C@@H]1CCCCO[C@H](CN(C)C(=O)Cc2ccccc2)[C@H](C)CN([C@@H](C)CO)C(=O)c2cc(NC(=O)CCCN(C)C)ccc2O1
  NSD2 block: -1
compound: Cc1ccc(S(=O)(=O)N(C)C[C@@H]2Oc3cc(C#Cc4ccncc4)ccc3S(=O)(=O)N([C@H](C)CO)C[C@H]2C)cc1
  NSD2 block: 4
compound: Cc1ccc(S(=O)(=O)Nc2cccc3c2O[C@@H](CN(C)Cc2ccncc2)[C@@H](C)CN([C@@H](C)CO)C3=O)cc1
  NSD2 block: 3
compound: C[C@@H]1CN([C@@H](C)CO)C(=O)c2c(c3ccccc3n2C)-c2ccccc2CO[C@@H]1CN(C)C(=O)c1ccccc1
  NSD2 block: 3
compound: C[C@H]1CN([C@@H](C)CO)C(=O)Cc2cc(NS(=O)(=O)c3cn(C)cn3)ccc2O[C@H]1CN(C)S(=O)(=O)c1ccccc1
  NSD2 block: 2
compound: C[C@H]1CN([C@@H](C)CO)C(=O)c2ccccc2-c2ccccc2CO[C@@H]1CN(C)C(=O)Nc1cccc(C(F)(F)F)c1
  NSD2 block: 31
compound: CC(=O)C(C#N)C(=O)Nc1cc(Br)ccc1Br (stereo not given)
  NSD2 block: -4
compound: Cc1noc(C)c1S(=O)(=O)Nc1ccc2c(c1)C(=O)N([C@@H](C)CO)C[C@H](C)[C@H](CN(C)C(=O)c1ccncc1)OCCCC[C@@H](C)O2
  NSD2 block: 1
compound: C/C=C/c1ccc2c(c1)O[C@@H](CN(C)C(=O)c1cccnc1)[C@@H](C)CN([C@H](C)CO)S2(=O)=O
  NSD2 block: 4
compound: C[C@@H]1CN([C@H](C)CO)C(=O)c2cc(NC(=O)Cc3ccccc3)ccc2O[C@@H]1CN(C)S(=O)(=O)c1ccc(F)cc1
  NSD2 block: 2
compound: C[C@H]1CN([C@@H](C)CO)C(=O)c2cc(NC(=O)Nc3ccc(C(F)(F)F)cc3)ccc2O[C@@H]1CN(C)S(=O)(=O)c1ccc(Cl)cc1
  NSD2 block: 0
compound: COc1ccc(S(=O)(=O)Nc2ccc3c(c2)CC(=O)N([C@@H](C)CO)C[C@H](C)[C@H](CN(C)C(=O)NC(C)C)O3)cc1
  NSD2 block: 2
compound: C[C@H]1CN([C@@H](C)CO)C(=O)c2cc(NC(=O)Cc3ccccc3)ccc2O[C@H]1CN(C)C(=O)Nc1ccc(F)cc1
  NSD2 block: -1
compound: COc1ccc(NC(=O)N(C)C[C@@H]2Oc3cc(-c4ccncc4)ccc3S(=O)(=O)N([C@@H](C)CO)C[C@@H]2C)cc1
  NSD2 block: -91
compound: C[C@@H]1CN([C@H](C)CO)C(=O)c2cc(-c3cncnc3)cnc2O[C@H]1CN(C)Cc1ccc(Oc2ccccc2)cc1
  NSD2 block: 7
compound: C[C@@H]1CN([C@H](C)CO)C(=O)c2cc(-c3ccc(F)cc3)cnc2O[C@H]1CN(C)C(=O)c1cccnc1
  NSD2 block: -12

In a second layout: 3 of the compounds above.
SMILES,NSD2 block
C[C@@H]1CN([C@@H](C)CO)C(=O)c2c(c3ccccc3n2C)-c2ccccc2CO[C@@H]1CN(C)C(=O)c1ccccc1,3
C[C@H]1CN([C@@H](C)CO)C(=O)Cc2cc(NS(=O)(=O)c3cn(C)cn3)ccc2O[C@H]1CN(C)S(=O)(=O)c1ccccc1,2
C[C@H]1CN([C@@H](C)CO)C(=O)c2ccccc2-c2ccccc2CO[C@@H]1CN(C)C(=O)Nc1cccc(C(F)(F)F)c1,31

(listing goes on)
compound: C[C@H]1CN([C@@H](C)CO)C(=O)c2cc(C#Cc3cccnc3)cnc2O[C@H]1CN(C)C
  NSD2 block: 31
compound: C[C@@H]1CN([C@H](C)CO)C(=O)c2cc(NC(=O)Cc3cn(C)c4ccccc34)ccc2O[C@@H]1CN(C)Cc1ccc2c(c1)OCO2
  NSD2 block: -4
compound: Cc1ccc(S(=O)(=O)N(C)C[C@H]2OCCCC[C@H](C)Oc3ccc(NC(=O)C4CCCCC4)cc3C(=O)N([C@@H](C)CO)C[C@@H]2C)cc1
  NSD2 block: 1
compound: C[C@H](CO)N1C[C@H](C)[C@@H](CN(C)C(=O)Nc2cccc3ccccc23)OCCCC[C@H](C)Oc2ccc(NC(=O)Nc3ccc(C(F)(F)F)cc3)cc2C1=O
  NSD2 block: -7
compound: C[C@H]1CN([C@@H](C)CO)C(=O)Cc2cc(NC(=O)CCCN(C)C)ccc2O[C@@H]1CN(C)S(=O)(=O)c1ccccc1
  NSD2 block: 6
compound: C=CCOC(=O)[C@H]1[C@@H]2C(=O)O[C@@H](c3ccccc3)[C@@H](c3ccccc3)N2[C@@H](c2ccc(OCCOC(=O)[C@@H]3C[C@@H]4C(=O)N[C@@H](Cc5ccccc5)C(=O)N4[C@@H]3c3cccc(OCCO)c3)cc2)[C@]12C(=O)Nc1ccc(I)cc12
  NSD2 block: -3
compound: C[C@H](CO)N1C[C@H](C)[C@H](CN(C)C(=O)NC2CCCCC2)Oc2c(NS(=O)(=O)c3cn(C)cn3)cccc2C1=O
  NSD2 block: 1
compound: COc1ccc(S(=O)(=O)Nc2cccc3c2O[C@@H](CN(C)S(=O)(=O)c2ccc(Cl)cc2)[C@H](C)CN([C@@H](C)CO)C3=O)cc1
  NSD2 block: -3
compound: Cc1ccc(S(=O)(=O)N(C)C[C@H]2Oc3ccc(NS(C)(=O)=O)cc3CC(=O)N([C@@H](C)CO)C[C@@H]2C)cc1
  NSD2 block: 4
compound: C[C@@H]1CN([C@@H](C)CO)C(=O)c2cc(NC(=O)CCC(F)(F)F)ccc2O[C@@H](C)CCCCO[C@H]1CN(C)S(=O)(=O)c1ccc(Cl)cc1
  NSD2 block: 1
compound: C[C@@H]1CN([C@H](C)CO)C(=O)Cc2cc(NC(=O)CCCCCC(=O)Nc3ccccc3N)ccc2O[C@@H]1CN(C)Cc1ccc2c(c1)OCO2
  NSD2 block: 1
compound: C[C@H](CO)N1C[C@H](C)[C@@H](CN(C)S(=O)(=O)c2cn(C)cn2)Oc2ccc(NC(=O)C3CC3)cc2C1=O
  NSD2 block: -2
compound: O=C(C[C@@H]1C[C@H]2c3cc(NC(=O)c4ccc5c(c4)OCO5)ccc3O[C@H]2[C@H](CO)O1)NCCN1CCCCC1
  NSD2 block: -4
compound: CC(C)CC#Cc1ccc2c(c1)O[C@H](CN(C)C(=O)Cc1cccnc1)[C@H](C)CN([C@H](C)CO)S2(=O)=O
  NSD2 block: -6
compound: COc1ccc(NC(=O)N(C)C[C@@H]2Oc3c(NC(=O)Nc4ccc(F)cc4)cccc3C(=O)N([C@H](C)CO)C[C@@H]2C)cc1
  NSD2 block: 0
compound: C[C@H](CO)N1C[C@H](C)[C@H](CN(C)C(=O)Nc2ccc(C(F)(F)F)cc2)Oc2ccc(NC(=O)Nc3ccccc3)cc2CC1=O
  NSD2 block: -5
compound: CC(C)NC(=O)Nc1ccc2c(c1)CC(=O)N([C@H](C)CO)C[C@@H](C)[C@H](CN(C)S(=O)(=O)c1ccc(F)cc1)O2
  NSD2 block: 4
compound: C[C@@H]1CN([C@H](C)CO)C(=O)c2cc(NS(=O)(=O)c3ccc(Cl)cc3)ccc2O[C@H]1CN(C)Cc1ccc2c(c1)OCO2
  NSD2 block: -2
compound: O=C1CC2CS(=O)(=O)CC2N1c1ccc(Oc2ccccc2)cc1 (stereo not given)
  NSD2 block: 5
compound: O=C(Nc1ccc2c(c1)[C@@H]1C[C@H](CC(=O)N3CCc4ccccc4C3)O[C@@H](CO)[C@@H]1O2)NC1CCCC1
  NSD2 block: -5
compound: Cc1ccc(S(=O)(=O)N(C)C[C@@H]2OCCCC[C@@H](C)Oc3ccc(NS(=O)(=O)c4c(C)noc4C)cc3C(=O)N([C@@H](C)CO)C[C@H]2C)cc1
  NSD2 block: 0
compound: Cc1ccc(S(=O)(=O)Nc2cccc3c2O[C@@H](CN(C)CC2CCCCC2)[C@@H](C)CN([C@H](C)CO)C3=O)cc1
  NSD2 block: 5
compound: CNC[C@H]1OCCCC[C@H](C)Oc2ccc(NC(=O)NC(C)C)cc2C(=O)N([C@@H](C)CO)C[C@@H]1C
  NSD2 block: 5
compound: COc1cccc(-c2cnc3c(c2)C(=O)N([C@H](C)CO)C[C@H](C)[C@H](CN(C)C(=O)NC2CCCCC2)O3)c1
  NSD2 block: -4
compound: C[C@@H]1CCCCO[C@@H](CN(C)CC2CCCCC2)[C@H](C)CN([C@H](C)CO)C(=O)c2cc(NC(=O)Cc3ccccc3)ccc2O1
  NSD2 block: 0

compound: Cc1ccc(S(=O)(=O)N(C)C[C@H]2Oc3cc(-c4cccc(F)c4)ccc3S(=O)(=O)N([C@H](C)CO)C[C@H]2C)cc1
  NSD2 block: -4
compound: COc1ccccc1C#Cc1ccc2c(c1)O[C@H](CN(C)C)[C@H](C)CN([C@H](C)CO)S2(=O)=O
  NSD2 block: 9
compound: C[C@@H]1CN([C@@H](C)CO)C(=O)c2c(c3ccccc3n2C)-c2ccccc2CO[C@@H]1CN(C)C(=O)[C@H]1CCCN1C
  NSD2 block: -3
compound: CC(C)NC(=O)N(C)C[C@@H]1Oc2ncc(C#CC3CCCCC3)cc2C(=O)N([C@@H](C)CO)C[C@H]1C
  NSD2 block: -3
compound: CCCNC(=O)C[C@@H]1C[C@H]2c3cc(NS(=O)(=O)c4ccccc4)ccc3O[C@H]2[C@H](CO)O1
  NSD2 block: 13
compound: N#Cc1ccc(/C=N/NC(=O)CCCCCCC(=O)O)cc1
  NSD2 block: 1
compound: CCOc1cc(/C=N/NC(=O)CCCCCCC(=O)OC)ccc1O
  NSD2 block: 3
compound: CCCC#Cc1cnc2c(c1)C(=O)N([C@@H](C)CO)C[C@H](C)[C@@H](CN(C)C(=O)Nc1ccccc1OC)O2
  NSD2 block: -9
compound: C[C@@H]1CN([C@@H](C)CO)C(=O)c2cccc(NC(=O)C3CCCCC3)c2O[C@H]1CN(C)Cc1ccccc1
  NSD2 block: -1
compound: C[C@H](CO)N1C[C@H](C)[C@H](CN(C)Cc2ccc(-c3ccccc3)cc2)Oc2ccc(NC(=O)Nc3ccccc3)cc2C1=O
  NSD2 block: 5
compound: C[C@H]1CCCCO[C@H](CN(C)Cc2ccc(Cl)c(Cl)c2)[C@@H](C)CN([C@@H](C)CO)C(=O)c2cc(NS(=O)(=O)c3ccc(F)cc3)ccc2O1
  NSD2 block: -14
compound: CCCC#Cc1ccc2c(c1)O[C@@H](CN(C)S(=O)(=O)c1cccc(OC)c1)[C@@H](C)CN([C@H](C)CO)S2(=O)=O
  NSD2 block: 0
compound: CC(C)NC(=O)N(C)C[C@H]1Oc2ccc(N(C)C)cc2C(=O)N([C@@H](C)CO)C[C@H]1C
  NSD2 block: 5
compound: O=C(O)c1cc(-c2ccccc2)nc2ccccc12
  NSD2 block: 1
compound: C[C@@H]1CN([C@@H](C)CO)S(=O)(=O)c2ccc(C3=CCCC3)cc2O[C@@H]1CN(C)Cc1cccc(C(=O)O)c1
  NSD2 block: -3
compound: COc1ccc(NC(=O)N(C)C[C@@H]2OCCCC[C@H](C)Oc3ccc(NS(=O)(=O)c4ccccc4)cc3C(=O)N([C@H](C)CO)C[C@H]2C)cc1
  NSD2 block: -2
compound: CNC[C@@H]1Oc2c(NC(=O)C3CCCCC3)cccc2C(=O)N([C@@H](C)CO)C[C@H]1C
  NSD2 block: 1
compound: C[C@@H]1CN([C@H](C)CO)C(=O)Cc2cc(NC(=O)c3ccncc3)ccc2O[C@H]1CN(C)S(=O)(=O)c1ccccc1
  NSD2 block: 4
compound: COc1ccc(NC(=O)N(C)C[C@H]2OCc3cnnn3CCCC(=O)N([C@@H](C)CO)C[C@H]2C)c(OC)c1
  NSD2 block: 2
compound: COc1ccc(NC(=O)Nc2ccc3c(c2)C(=O)N([C@H](C)CO)C[C@@H](C)[C@@H](CN(C)C(=O)CCCN(C)C)OCCCC[C@@H](C)O3)cc1
  NSD2 block: -2
compound: COCC(=O)N(C)C[C@@H]1Oc2cc(-c3cccc(F)c3)ccc2S(=O)(=O)N([C@H](C)CO)C[C@H]1C
  NSD2 block: 4
compound: COc1ccc(S(=O)(=O)N(C)C[C@@H]2OCCCC[C@@H](C)Oc3ccc(NS(=O)(=O)c4ccccc4)cc3C(=O)N([C@H](C)CO)C[C@H]2C)cc1
  NSD2 block: 15
compound: C[C@H]1CN([C@@H](C)CO)C(=O)Cc2cc(NC(=O)CCN3CCOCC3)ccc2O[C@H]1CN(C)CC1CC1
  NSD2 block: 13
compound: C[C@H]1CN([C@@H](C)CO)C(=O)c2cccc(NC(=O)Nc3ccc(C(F)(F)F)cc3)c2O[C@H]1CN(C)S(C)(=O)=O
  NSD2 block: -3
compound: Cc1ccc(-c2cnc3c(c2)C(=O)N([C@@H](C)CO)C[C@H](C)[C@@H](CN(C)Cc2ccccc2C(=O)O)O3)cc1
  NSD2 block: -3
compound: COC(OC)C1Nc2ccccc2C(=O)N1c1cccc(C(F)(F)F)c1 (stereo not given)
  NSD2 block: -6
compound: CCCNC(=O)N(C)C[C@H]1Oc2cc(C#C[C@H](C)O)ccc2S(=O)(=O)N([C@H](C)CO)C[C@@H]1C
  NSD2 block: 4
